Screens: PubChem, Sanford-Burnham Center for Chemical Genomics
Rat MKP-3 inhibitors – MKP-3 phosphatase inhibitors, primary screen, biochemical, rat enzyme, in vitro (AID 425); 0.17% of 110,000 active; recombinant MKP-3 phosphatase activity, fluorescence; higher % means a stronger effect; inhibition, % at 20 µM, or IC50 in µM where a hit was titrated; in the data active = inhibition above about 50%;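 also: plate controls were vehicle for no effect and reference inhibitor for full effect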
Hsp70 inhibitors – small molecules displacing fluorescent ligand from Hsp70 – biochemical, fluorescence polarization, primary screen (AID 583). Hsp70 fluorescence polarization probe displacement, mP; higher % means a stronger effect. displacement, % at 20 µM; hits with a dose series show IC50 in µM. 0.06% of 140,000 active; in the data active = displacement above about 50%;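 also: plate controls were vehicle for no effect and reference ligand for full effect; a part of the inactive calls stands beside numbers as strong as those of hits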
The depositor's hits bear a star; · = no result given; & = joins results of further samples. This is a subset; the hit share may differ from the screen's.

Values run as follows: Rat MKP-3 inhibitors	Hsp70 inhibitors
> O=C(C1CCCCC1)N1CCC(n2nnc3ccccc32)CC1
  -7%	-3.8%
> Cc1ccc(N2CC(C(=O)OCc3ccccc3)CC2=O)cc1 (stereo not given)
  -7%	2.2%
> O=c1oc2ccccc2c(N2CCCCC2)c1CN1CCCC1
  ·	1.7%
> Cc1cccc(NC(=O)c2ccccc2C(F)(F)F)c1C
  4%	0.7%
> CCOC(=O)c1c(NC(=O)OC)sc(C)c1CC
  4%	-1.8%
> CCN(CC)CCN1C(=O)C(=O)/C(=C(/O)c2ccc(F)cc2)C1c1ccncc1 (stereo not given)
  -7%	2.1%
> COc1ccc(/C=C/C(=O)Nc2ccc([N+](=O)[O-])cc2)cc1
  0%	5.0%
> COc1cc2c(cc1OC)C(CN1C(=O)c3ccccc3C1=O)=NC(C)(C)C2
  2%	3.6%
> COc1ccc(S(=O)(=O)N2CCN(CCO)CC2)cc1-c1nnc2c3ccccc3c(C)nn12
  -11%	·
> CCOC(=O)CNC(=O)c1cc(C(=O)OC)cc([N+](=O)[O-])c1
  4%	-6.2%
> Cc1ccc(C(=O)N2CCCC(c3nc4c(nnn4Cc4ccccc4)c(=O)[nH]3)C2)cc1 (stereo not given)
  -3%	-3.2%
> COc1ccc(NS(=O)(=O)c2ccc(OC)c(OC)c2)cc1
  -2%	-0.9%
> CC(C)(C)CC(C)(C)NC(=O)CSc1nnc(-c2ccco2)n1-c1ccccc1
  5%	-3.1%
> CCOC(=O)N1CCN(C(=O)COc2ccc(S(=O)(=O)NCc3ccccc3)cc2)CC1
  ·	5.0%
> COc1cc(C(c2sc3ncnn3c2O)N2CCN(c3ccccc3F)CC2)cc(OC)c1OC (stereo not given)
  -7%	7.5%
> Cc1cccc(NS(=O)(=O)c2cc(C(C)(C)C)c(F)c(C(C)(C)C)c2)n1
  0%	-6.6%
> Cc1cccc(N2CCN(C(=O)C34CC5CC(CC(C5)C3)C4)CC2)c1C
  -4%	-6.6%
> O=C(Nc1ccccc1C1CC1)c1cccs1
  -7%	3.0%
> CS(=O)(=O)N(Cc1ccccc1)c1ccccc1C(=O)O
  5%&1%	1.7%
> Cc1ccc(CNC(=O)CS(=O)Cc2nc(-c3cccs3)oc2C)cc1 (stereo not given)
  -5%	-1.9%
> COc1ccccc1Nc1nc(-c2cc3ccccc3oc2=O)cs1
  5%	-6.2%
> Cc1cc(NC(=O)CSc2nc3c(c(=O)n2-c2ccc(Br)cc2)SCC3)no1
  ·	1.4%
> CCCCC(CC)CNC(=O)C1CCCN(S(=O)(=O)c2cnc[nH]2)C1 (stereo not given)
  -2%	-0.7%
> O=C(CCN1C(=O)c2ccccc2C1=O)N1CCC(c2ccccc2)C1 (stereo not given)
  -6%	0.5%
> O=C(CSc1nc2cc(Cl)ccc2o1)c1cccs1
  -7%	-0.1%
> COC(=O)c1ccc(=O)c2nc3/c(=C/O)c(O)cc(=O)c3[nH]c12
  48µM*	·
> O=C1CCCc2nn(-c3ccccc3)c(-c3ccncc3)c21
  3%	-3.6%
> Cc1ccccc1OCCCC(=O)Nc1ccc(N2CCOCC2)cc1
  -13%	-4.6%
> COc1cccc(NC(=O)C2CC(=O)N(c3ccc(Cl)cc3)C2)c1 (stereo not given)
  4%	·
> Cc1ccc(-c2noc(-c3cccc([N+](=O)[O-])c3C)n2)cc1
  2%	-5.9%

Sorted by count of non-hydrogen atoms (smallest number first): part of the list above
Values run as follows: Rat MKP-3 inhibitors	Hsp70 inhibitors
> CS(=O)(=O)N(Cc1ccccc1)c1ccccc1C(=O)O
  5%&1%	1.7%
> CCOC(=O)CNC(=O)c1cc(C(=O)OC)cc([N+](=O)[O-])c1
  4%	-6.2%
> O=c1oc2ccccc2c(N2CCCCC2)c1CN1CCCC1
  ·	1.7%

Six of the entries above in order of their number in Rat MKP-3 inhibitors, falling:
Values run as follows: Rat MKP-3 inhibitors	Hsp70 inhibitors
> COc1cccc(NC(=O)C2CC(=O)N(c3ccc(Cl)cc3)C2)c1 (stereo not given)
  4%	·
> CCCCC(CC)CNC(=O)C1CCCN(S(=O)(=O)c2cnc[nH]2)C1 (stereo not given)
  -2%	-0.7%
> Cc1ccc(C(=O)N2CCCC(c3nc4c(nnn4Cc4ccccc4)c(=O)[nH]3)C2)cc1 (stereo not given)
  -3%	-3.2%
> O=C(CCN1C(=O)c2ccccc2C1=O)N1CCC(c2ccccc2)C1 (stereo not given)
  -6%	0.5%
> Cc1ccc(N2CC(C(=O)OCc3ccccc3)CC2=O)cc1 (stereo not given)
  -7%	2.2%
> COc1ccc(S(=O)(=O)N2CCN(CCO)CC2)cc1-c1nnc2c3ccccc3c(C)nn12
  -11%	·

The list continues.
Values run as follows: Rat MKP-3 inhibitors	Hsp70 inhibitors
> CCOc1ccc(/C=C2\C(=O)NC(=O)N(c3ccc(Cl)cc3)C2=O)cc1Cl
  -1%	0.2%
> CCCc1nnc(NC(=O)c2c(O)c3cccc4c3n(c2=O)CC4)s1
  -1%	2.7%
> O=C(NCCc1ccccc1)c1ccc(CS(=O)(=O)Cc2ccccc2F)o1
  ·	-0.1%
> COc1ccc(-c2ncncc2-c2csc(C)n2)c(O)c1OC
  ·	-0.4%
> CNC(=O)CN(c1ccc(C)cc1)S(=O)(=O)c1ccc(SC)cc1
  0%	5.9%
> CCOc1ccc(NC(=O)c2c(N)sc(-c3ccccc3)c2C)cc1
  4%	3.7%
> COc1ccc(OCC(=O)Nc2c(C)n(C)n(-c3ccccc3)c2=O)cc1
  0%	-5.1%
> Cc1onc(-c2ccccc2)c1C(=O)N1CC(C)OC(C)C1 (stereo not given)
  -10%	-5.5%
> O=C(NN1C(=O)S/C(=C\c2ccccc2O)C1=O)c1ccc([N+](=O)[O-])cc1
  6%	2.3%
> CCOc1ccccc1C(=O)Nc1nc(-c2ccc(C)cc2C)cs1
  3%	-4.4%
> Cc1cc2nc(C3CCN(Cc4nnnn4Cc4cccs4)CC3)[nH]c2cc1C
  -4%	0.4%
> Cc1ccc(N2C(=O)CC(NCCc3ccccn3)C2=O)cc1 (stereo not given)
  -1%	-2.7%
> O=C(O)c1ccccc1-c1ccccc1C(=O)NCc1ccco1
  -8%	2.8%
> COc1cccc(C(=O)Nc2c(C)n[nH]c2C)c1
  -10%	0.5%
> O=S(=O)(c1ccc(Cl)s1)N1CCc2ccccc2C1
  ·	3.8%
> Cc1ccccc1NC(=O)CN(c1ccc(Br)cc1)S(C)(=O)=O
  -1%	5.6%
> CS(=O)(=O)N(Cc1ccc(Cl)cc1)c1ccc(C(=O)O)cc1
  1%	-2.9%
> CCc1ccc(NC(=O)c2ccc(Cl)cc2Cl)cc1
  -1%	-1.5%
> COc1ccc(-c2nn3c(C4CCCCC4)nnc3s2)cc1OC
  -3%	-5.8%
> N#Cc1cc2c(nc1SCC(=O)Nc1ccc(S(N)(=O)=O)cc1)CCCC2
  2%	-5.3%
> O=S1CC/C(=N\O)c2ccccc21 (stereo not given)
  ·	2.3%
> O=c1c2c(-c3cccs3)csc2ncn1-c1ccc(Br)cc1
  ·	-0.9%
> COc1ccccc1C(=O)N1CCN(Cc2ccc([N+](=O)[O-])cc2)CC1
  3%	-2.4%
> Nc1c2c(nc3ccc(Br)cc13)N(c1ccccc1)CC2
  ·	-2.1%
> CC(NC(=O)Cn1nc(C(=O)O)c2ccccc2c1=O)c1ccccc1 (stereo not given)
  -9%	-0.8%
> O=C(Nc1ccc(Nc2ccccc2)cc1)c1cccc(I)c1
  4%	2.9%
> O=C1/C(=C\c2ccco2)CC2CC1C/C(=C/c1ccco1)C2=O
  56%*	34%
> O=C(CCc1ccccc1)N1N=C(c2ccc(Cl)cc2)CC1(O)C(F)(F)F (stereo not given)
  1%	-1.1%
> CC1(C)Cc2ccccc2C(=O)N1
  -6%	6.2%
> Cc1nn(C)c(C(=O)NNC(=S)NCc2ccco2)c1Cl
  ·	15%

Shown as a hit in Rat MKP-3 inhibitors (from the list above):
Values run as follows: Rat MKP-3 inhibitors	Hsp70 inhibitors
> COC(=O)c1ccc(=O)c2nc3/c(=C/O)c(O)cc(=O)c3[nH]c12
  48µM*	·
> O=C1/C(=C\c2ccco2)CC2CC1C/C(=C/c1ccco1)C2=O
  56%*	34%

New compounds follow:
Values run as follows: Rat MKP-3 inhibitors	Hsp70 inhibitors
> CCOc1ccc(NC(=O)CSc2nccn2C)cc1
  -3%	12%
> Cc1cc(C)nc(NC(N)=NC2CCCCCC2)n1
  0%	-0.1%
> O=C(CSc1nc2ccccc2n1CC(=O)NCc1ccccc1)NCc1ccco1
  -3%	-0.3%
> CCOC(=O)C1=C(C)NC(C)=C(C(=O)OCC)C1C(=O)O
  8%	8.3%
> COc1ccc(C(=O)Oc2cc(C(=S)N3CCOCC3)ccc2OC)cc1
  2%	0.0%
> COC(=O)c1c(-c2ccccc2)csc1N
  ·	-3.9%
> CC1CCc2c(sc3c2C2=NS(=O)(=O)CCN2C=N3)C1 (stereo not given)
  9%	-1.4%
> CCOC(=O)/C(=N/O)C1=NC2(CCCCC2)Cc2ccccc21
  0%	-1.1%
> CCOC(=O)c1oc2ccccc2c1CN1CCN(C(=O)c2ccccc2)CC1
  -7%	0.4%
> CC(C)CCNC(=O)c1ccc([N+](=O)[O-])cc1Cl
  -5%	-3.4%
> CC(=O)c1c(C)[nH]c(C(=O)CSc2nnc(CN3CCCCCC3=O)n2-c2ccccn2)c1C
  -6%	4.0%
> COc1ccc(-c2cc(C(=O)NC3CCCCC3)c3ccccc3n2)c(OC)c1
  1%	1.8%
> Cc1cc(C)nc(SCC(=O)c2cc3ccccc3oc2=O)n1
  -7%	-7.8%
> O=C1/C(=C\c2cccs2)CC2CC1C/C(=C/c1cccs1)C2=O
  1%	4.4%
> COCc1cccc(N2C(=O)c3cccc([N+](=O)[O-])c3C2=O)c1
  0%	-2.1%
> O=S1(=O)CCC(NC(=S)N/N=C/c2ccc(-c3ccc(Br)cc3)o2)C1 (stereo not given)
  0%	0.1%
> CCn1nc(C)c(/C=C2\CCCC3=C2OC(N)=C(C#N)C3c2c(C)nn(CC)c2C)c1C (stereo not given)
  2%	0.2%
> C/C(=N\NC(=O)CSCc1ccccc1Cl)c1cccc(NC(=O)c2ccccc2)c1
  ·	-2.6%
> CC(=O)Oc1ccc2c(C)cc(=O)oc2c1C
  3%	-4.4%
> CCC(C)C(NC(=O)c1ccccc1NC(=O)c1ccc(OC)cc1)C(=O)NCc1ccco1 (stereo not given)
  4%	-0.5%
> NC(=O)C1CCN(CC(=O)NCc2ccccc2)CC1
  ·	-1.7%
> COC(=O)C1CCC(c2ccccc2)CC1 (stereo not given)
  -4%	0.6%
> Cc1nc(NS(=O)(=O)c2ccc(Br)cc2)c2c3c(sc2n1)CCC3
  ·	2.4%
> O=C(COC(=O)C1CCC1)Nc1ccc(OC(F)F)cc1
  3%	-4.5%
> CCN(c1ccccc1)S(=O)(=O)c1ccc(F)c(C(=O)O)c1
  4%	3.1%
> O=[N+]([O-])c1ccc(-c2nc(Cc3ccccc3)no2)cc1
  -2%	0.0%
> CCCCCSc1nc2c(c(=O)[nH]c(=O)n2C)n1CC
  0%	0.9%
> O=C(NCC(=O)N(CC1CCCO1)C(C(=O)NC1CCCC1)c1ccc(F)cc1)c1ccco1 (stereo not given)
  -5%	-3.7%
> O=C(NCc1ccc2c(c1)OCO2)C1CCN(c2ncccn2)CC1
  1%	-2.7%
> COC(=O)C1=C(C)NC(C)=C(C(=O)OC)C1c1cn(-c2ccccc2)nc1-c1ccco1
  -15%&6%	-2.1%

Next section:
structure	Rat MKP-3 inhibitors	Hsp70 inhibitors
CCOc1ccc(N2C(=O)/C(=C/c3ccc(I)o3)C(=O)NC2=S)cc1	107%*	97%*
N=c1nc(N)nc2n1NC(c1ccc(F)cc1)=CS2	-3%	-3.2%
CCOC(=O)c1cc2n(n1)C(C(F)(F)C(F)(F)F)CC(C)N2 (stereo not given)	-6%	4.5%
COc1cc(NC(=O)COc2cc(C)ccc2C(C)C)ccc1NC(=O)c1ccco1	3%	6.4%
O=C(CCS(=O)(=O)Cc1ccc(Cl)cc1)NCCCN1CCN(c2ccccc2F)CC1	·	8.5%
CCCCOC(=O)c1ccc(NC(=O)c2cc(I)ccc2Cl)cc1	4%	0.8%
O=C(Nc1ccccc1Br)C1CC(=O)N(c2ccccc2)C1 (stereo not given)	1%	0.6%
COc1ccccc1N1CCN(C(=O)CSc2nc(C)c(Cc3ccccc3)c(=O)[nH]2)CC1	1%	0.5%
O=C(NCc1ccccc1)c1cc(-c2cccs2)on1	9%	4.0%
CSc1nnc2c(n1)OC1(CCCCC1)Nc1ccccc1-2	0%	3.7%
Cc1cc(C)n(-c2nc3ccccc3c(=O)n2OCC(N)=O)n1	·	-1.5%
COc1ccc(-c2nc3ccccc3n2CCC(C)C)cc1OC	·	3.0%
Cc1ccn(S(=O)(=O)c2ccc(N3CCCC3=O)cc2)n1	-7%	-1.3%
CCCc1[nH]nc2c1C1(CCN(C(=O)OCc3ccccc3)CC1)C(C#N)=C(N)O2	-3%	2.7%
CCc1ccccc1NS(=O)(=O)c1ccc2[nH]cc(C(=O)NC3CCCC3)c(=O)c2c1	·	-17%
Cc1ccc(C(=O)Nc2ccccc2Oc2ccccc2)o1	4%	-3.7%
O=C(CCCN1C(=O)/C(=C\c2ccc(F)cc2)SC1=S)Nc1ccc(O)cc1	2%	1.3%
COc1nc(C)nc2c1sc1nc3c(cc12)COC(C)(C)C3	·	8.9%
CCC(c1nnnn1CCOC)N(Cc1cc2cc(C)c(C)cc2[nH]c1=O)CC1CCCO1 (stereo not given)	·	-9.1%
COC(=O)c1scc(C)c1N/N=C(\C)c1cc(F)c(Cl)cc1F	·	3.8%
CC(Sc1nc2ccccc2c(=O)n1Cc1ccco1)C(=O)c1ccccc1 (stereo not given)	-8%	2.1%
Cc1cccc2cc(COC(=O)c3ccccc3)c(=O)[nH]c12	-5%	4.8%
CCCCCc1c(C)nc(N2CCOCC2)[nH]c1=O	-4%	1.3%
